From PubChem BioAssay
Nrf2 inh: Nrf2 pathway inhibition | A549 ARE-Fluc reporter, luciferase luminescence, 18-24 h | Potency, µM (doses to about 46 µM), for the others: at the top dose activity change, negative = inhibition, most hits filed as inhibitors | hit rate 2.1% among 360,000 | AID 504444; also: potency is read from the fitted curve at half-maximal effect; % is scaled to controls: 0 for no effect and ±100 for the full control effect; nearly all actives have a fitted effect of over 60% in size
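Quantitative HTS in A549 cells stably bearing an antioxidant response element-firefly luciferase construct. Inhibition of Nrf2-driven transcription was scored by luminescence after 18-24 h of compound exposure at 37 °C.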
Nrf2 activator: Nrf2 pathway activation; AID 624171; Potency, µM (series often up to 46.1 µM), without a hit: top-dose activation, usual class: activators; hit rate 0.31% among 410,000; AREc32 ARE-luciferase reporter (MCF7-derived line), luminescence, 24 h; also: potency is read from the fitted curve at half-maximal effect; % of control where 0% means no effect; nearly all actives have a fitted effect of over 65% in size
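AREc32 cells carrying an ARE-driven firefly luciferase, 1000 cells/well in OPTI-MEM with 5% FBS, dosed after overnight attachment and incubated 24 hr at 37 deg C. Steady-Glo luminescence read after 30 min at RT.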
Abeta yeast res: restores growth of yeast expressing A-beta42 peptide; hit rate 0.063% among 410,000; yeast expressing A-beta42, growth rescue, OD600, 48 h; response scale: 0% DMSO, 100% iron-clioquinol control; AID 1347071; Potency, µM (highest dose often 46.1 µM), for the others: at the top dose growth rescue, hits mostly activators; also: potency is read from the fitted curve at half-maximal effect; nearly all actives have a fitted effect of over 55% in size
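Yeast growth medium received pinned compounds, then yeast cells expressing toxic A-beta were added; plates incubated at 30 C for 48 hr. Growth read as absorbance at 600 nm, normalized to DMSO and equimolar FeCl3 plus clioquinol controls.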
CCT chaperon mod: modulators of cytosolic chaperonin (CCT/TRiC) activity; activity change, % (concentration not given with the values), hits read low; hit rate 0.3% among 360,000; purified chaperonin ATPase assay, HTRF ADP detection, 30 min; in the data active = activity change below about -30%; also: % is scaled to controls: 0 for no effect and ±100 for the full control effect
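ATPase activity: ADP formed was measured by HTRF Transcreener (665/615 nm ratio) after 30 min at 37 deg C with 10 uM ATP. Compounds screened at one 76 uM concentration against 40 or 20 nM TRiC in Tris pH 7.4/KCl/MgCl2/DTT buffer.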
TGFb inhibitor: inhibitors of TGF-b signaling. Potency, µM (series often up to 46.1 µM), for inactives: top-dose activity, negative = inhibition, actives largely listed as inhibitors. AID 588855. hit rate 1.2% among 410,000. HepG2 CAGA-GFP TGF-b/SMAD3 reporter, GFP fluorescence, 18 h; TGF-beta stimulated, 500 pg/mL final; also: potency is read from the fitted curve at half-maximal effect; % is scaled to controls: 0 for no effect and ±100 for the full control effect; nearly all actives have a fitted effect of over 65% in size
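TGF-beta reporter screen: HEPG2 CAGA-GFP, 1% FBS, 500 pg/mL TGF-beta final, 18 h; per-cell GFP summed per well; curves fitted and categorized by class.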
A549 tox: kills or reduces viability of A549 cells in Nrf2 counter-screen; hit rate 0.16% among 390,000; Potency, µM (top dose mostly 46 µM), for the others: top-dose activity change, negative = cytotoxicity, usual class: inhibitors; AID 504648; A549 ARE-Fluc cells, CellTiter-Fluor viability, 18-24 h; also: potency is read from the fitted curve at half-maximal effect; % is scaled to controls: 0 for no effect and ±100 for the full control effect
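A549 ARE_Fluc cells in 5% FBS OPTI-MEM were exposed to compounds in concentration-response for 18-24 h at 37 deg C. Viability was read by CellTiter-Fluor fluorescence (Ex 405/Em 525) after 30 min, before the luciferase read.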
MmCpn inh: M. maripaludis TRiC chaperonin inhibition; purified Mm-Cpn ATPase, ADP Transcreener TR-FRET; Potency, µM (highest dose often 76.9 µM), for the others: at the top dose activity, negative = inhibition, hits mostly inhibitors; hit rate 0.031% among 330,000; also: potency is read from the fitted curve at half-maximal effect; % is scaled to controls: 0 for no effect and ±100 for the full control effect; nearly all actives have a fitted effect of over 80% in size
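Purified archaeal Mm-CPN (25nM final) preincubated 10 min at 37degC with compound, then 10uM ATP for 30 min at 37degC; ADP measured by HTRF Transcreener TR-FRET; buffer 30 mM TRIS pH 7.4, 100mM KCl, 5mM MgCl2, 1mM DTT.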
HepG2 tox: counter-screen for TGF-b inhibitors: cytotoxicity in HepG2 cells; Potency, µM (top dose mostly 46.1 µM), inactives show at the highest dose activity change, negative = cytotoxicity, hits mostly cytotoxic; AID 588856; HepG2 CAGA-GFP viability, ATP luminescence, 18 h; hit rate 0.76% among 410,000; also: potency is read from the fitted curve at half-maximal effect; some results filed as inactive show a strong effect at the top dose
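HepG2 CAGA-GFP cells (1000/well, DMEM with 1% FBS) received compound, then TGF-beta at 500 pg/mL final, and were incubated 18 hours at 37 degrees C. Viability was read by CellTiter-Glo luminescence. Media-only wells were set as complete cell-killing and DMSO as no toxicity.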
Akt phos inh: Akt phosphorylation inhibition; activity change, % for hits at 50 µM; Neuro2A IGF-stimulated pAkt S473 HTRF, 20 min; active compounds read low; hit rate 0.32% among 360,000; AID 651550; in the data active = activity change below about -80%; inconclusive = mostly about -51% to -80%; also: % is scaled to controls: 0 for no effect and ±100 for the full control effect
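Single-point screen (50 µM final compound) in Neuro2A cells stimulated 20 min with 6 nM IGF at 37 deg C. After lysis, Ser473-phosphorylated Akt read by HTRF (ex 330 nm, em 615/665 nm) as the 665/615 ratio.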
* marks the source's active call; other numbers are inactive results; i = inactive; ? = inconclusive; . = no result given; & = joins results of further samples; [ ] = remark or other dose. Unless noted, calls follow the shape of the dose curve; as a rule, active = well fitted curve in the direction sought with a large enough effect; inconclusive = small, poorly fitted or top-dose-only effect, or another doubt; inactive = no such curve, though single readings can be large; an effect the other way counts as inactive or inconclusive.

#1 CCCN(CCC)CCNC(=O)CS(=O)Cc1nc(-c2ccc(OC)c(OC)c2)oc1C (stereo not given)
#2 CCC(=O)NCCSc1c[nH]c2ccccc12
#3 CCCN1C(=O)c2cc(C(=O)Nc3ccccc3OC)ccc2C1Nc1ccccc1OC (stereo not given)
#4 OCC#Cc1ncc(C(F)(F)F)cc1Cl
#5 Cc1cc(C)n(-c2ccc(C(=O)OCC(=O)NC(c3ccccc3)c3ccccc3)cc2)n1
#6 COc1ccc(N2CCCn3c2nc2c3c(=O)n(CCc3ccccc3)c(=O)n2C)cc1
#7 O=C(c1cccc(S(=O)(=O)NCc2ccccc2)c1)N1CCN(c2ccccc2)CC1
#8 CC(C(=O)O)N1C(=O)CSC1=S (stereo not given)

assay / compound	1	2	3	4	5	6	7	8
Nrf2 inh	8%	.	-23%	-10%	-1%	4%	-13%	-12%
Nrf2 activator	3.8%	0.9%	-0.5%	?	0.1%	2.0%	-0.3%	-1.2%
Abeta yeast res	-12%	-6%	-5%	-40%[inhibitor]	-13%	-1%	1%	-18%
CCT chaperon mod	.	0.4	1.7	-2.5	3.7	-0.3	-2.2	-2.6
TGFb inhibitor	?	-17%	-1%	-9%	-11%	2%	?	4%
A549 tox	1%	2%	0%	0%	-6%	0%	-15%	-2%
MmCpn inh	.	0%	4%	0%	0%	2%	0%	1%
HepG2 tox	-21%	-22%	-4%	2%	-30%	-28%	-22%	-28%
Akt phos inh	.	i	i	i	i	i	i	i

#9 O=C1NC(c2ccccc2)=NC1(NS(=O)(=O)c1ccc(Cl)cc1)C(F)(F)F (stereo not given)
#10 COc1cccc(CN(C)C(=S)Nc2ccc(C)c(C)c2)c1
#11 CCC(Sc1nc2ncccc2[nH]1)C(=O)NC1CCCC1 (stereo not given)
#12 CCNC(=O)/C(=C\C=C\c1ccccc1)NC(=O)c1ccc(Br)o1
#13 COc1cc2cnc(-c3ccccc3F)cc2cc1OC
#14 CCCCCCCCCCS(=O)(=O)N/N=C/c1ccccc1OC
#15 COC(=O)c1cc2sccc2n1CC(=O)Nc1ccc(C)cc1C
#16 Cc1cc(C)cc(NC(=O)CSc2nnc(CNC(=O)c3ccco3)n2C)c1

assay / compound	9	10	11	12	13	14	15	16
Nrf2 inh	14%	2%	-17%	8%	4%	0%	-11%	5%
Nrf2 activator	0.1%	-0.3%	0.3%	-0.8%	12%	4.3%	0.7%	-0.5%
Abeta yeast res	-9%	16%	-6%	2%	-15%	0%	.	-4%
CCT chaperon mod	0.0	1.0	0.4	-4.8	0.8	-2.1	.	0.1
TGFb inhibitor	?	?	6%	8%	7%	?	13%	11%
A549 tox	0%	8%	-10%	1%	5%	11%	3%	2%
MmCpn inh	1%	-25%	0%	1%	4%	0%	.	2%
HepG2 tox	-8%	-24%	5%	14%	-12%	-106%	1%	-4%
Akt phos inh	i	i	i	i	i	i	.	i

#17 CCOC(=O)NC(NC(=S)Nc1ccc(OC)cc1)C(Cl)(Cl)Cl (stereo not given)
#18 Nc1ccc(C#Cc2ccc3sc4ccccc4c(=O)c3c2)cc1
#19 COC(=O)c1ccccc1NC(=O)c1ccccc1SC
#20 CCOc1cc2[nH]c(=O)n(CC3CCC(C(=O)NCCC(C)C)CC3)c(=O)c2cc1OCC (stereo not given)
#21 COc1cccc(N2C(=O)CC(N3CCc4ccccc43)C2=O)c1 (stereo not given)
#22 CCCCn1c(=O)[nH]c(=O)c2c1nc(-c1ccccn1)n2CC
#23 COc1ccc([C@H]2C=C3CN(C(=O)OC(C)(C)C)S(=O)(=O)[C@H]3C[C@H]2OC(=O)c2ccc(C(F)(F)F)cc2)cc1
#24 O=c1cc(/C=C/c2c(F)cccc2Cl)[nH]c2ccccc12

assay / compound	17	18	19	20	21	22	23	24
Nrf2 inh	-19%	?	12%	-9%	12%	?	-2%	-3%
Nrf2 activator	1.4%	6.0%	4.4%	0.0%	0.9%	-0.4%	-1.0%	5.7%
Abeta yeast res	-8%	0%	-18%	5%	25%	-1%	0%	18%
CCT chaperon mod	-1.4	1.7	-0.9	0.9	0.8	0.0	-2.9	-0.5
TGFb inhibitor	-7%	-18%	1%	4%	1%	19%	1%	10%
A549 tox	1%	-27%	-11%	-14%	-7%	-21%	-4%	2%
MmCpn inh	0%	.	-3%	.	0%	0%	0%	-2%
HepG2 tox	-11%	-35%	-15%	-14%	-2%	-2%	-1%	0%
Akt phos inh	i	i	i	i	i	i	i	i

In a second layout: entries from further up
21. COc1cccc(N2C(=O)CC(N3CCc4ccccc43)C2=O)c1 (stereo not given)
- Nrf2 inh = 12%
- Nrf2 activator = 0.9%
- Abeta yeast res = 25%
- CCT chaperon mod = 0.8
- TGFb inhibitor = 1%
- A549 tox = -7%
- MmCpn inh = 0%
- HepG2 tox = -2%
- Akt phos inh = i
19. COC(=O)c1ccccc1NC(=O)c1ccccc1SC
- Nrf2 inh = 12%
- Nrf2 activator = 4.4%
- Abeta yeast res = -18%
- CCT chaperon mod = -0.9
- TGFb inhibitor = 1%
- A549 tox = -11%
- MmCpn inh = -3%
- HepG2 tox = -15%
- Akt phos inh = i

The results go on:
#25 Nc1nonc1C(=O)NCCNc1ccc([N+](=O)[O-])cn1
#26 COc1ccccc1-c1nnc(C2CCN(C(=O)c3ccc(Cl)cc3)CC2)o1
#27 COc1ccc(N(CC(=O)Nc2ccccc2SC)S(C)(=O)=O)cc1OC
#28 c1ccc2cc(C3OCC4(CCCC4)CO3)ccc2c1
#29 CC(C)(C)c1ccc(C(=O)Nc2ccc(CN3CCS(=O)(=O)CC3)cc2)cc1
#30 Cc1cc(C)cc(NC(=O)COc2cccc3c(=O)n(C)ccc23)c1
#31 Cc1sc(NC(=O)COc2ccccc2)c(C#N)c1-c1ccccc1
#32 O=C(CN(Cc1ccccc1)S(=O)(=O)c1ccccc1)N/N=C/c1ccccc1C(=O)O

assay / compound	25	26	27	28	29	30	31	32
Nrf2 inh	13%	10%	6%	.	7.3µM*	.	-14%	4%
Nrf2 activator	0.8%	4.1%	0.4%	3.0%	-0.7%	5.5%	2.6%	0.2%
Abeta yeast res	-18%	-6%	5%	-7%	5%	-5%	4%	6%
CCT chaperon mod	-1.7	.	-1.1	-0.3	2.2	.	-1.3	-4.7
TGFb inhibitor	25%	-23%	-10%	-1%	7%	?	10%	5%
A549 tox	2%	0%	2%	.	-11%	-3%	-1%	0%
MmCpn inh	-1%	.	2%	.	-3%	.	-3%	3%
HepG2 tox	5%	-1%	-23%	-13%	-26%	-22%	5%	12%
Akt phos inh	i	.	.	i	i	.	i	i

#33 O=C1NN=C(c2ccc(Cl)cc2)CC1c1cccc(Cl)c1 (stereo not given)
#34 CCOC(=O)N1CCC(NC(=O)Cn2cc3c(n2)CCC(C)C3)CC1 (stereo not given)
#35 CCn1c(C)c(C)c2cc(C(=O)NCCc3cc(OC)c(OC)c(OC)c3)ccc21
#36 CN(C(=O)c1cccc(NC(=O)Cc2ccc(NC(=O)C3CCN(C(=O)C4CCCC4)CC3)cc2)c1)C1CCC1
#37 O=C(CSc1nnc(Nc2ccccc2)s1)NC1CCS(=O)(=O)C1 (stereo not given)
#38 CCN1c2ccccc2N(C)C1(C)c1ccccc1 (stereo not given)
#39 O=C(CSc1ccsc1[N+](=O)[O-])NCc1ccco1
#40 COC(=O)c1cccc(C23CC4(C2)[C@H](CN(C)[C@@H]4c2ccccc2)C3c2ccccc2)c1 (stereo not given in full)

assay / compound	33	34	35	36	37	38	39	40
Nrf2 inh	.	?	?	-15%	?	?	-14%	?
Nrf2 activator	4.5%	-0.3%	0.7%	5.4%	0.8%	-2.1%	7.9%	10.0%
Abeta yeast res	-57%[inhibitor]	16%	-5%	1%	-10%	-93%[inhibitor]	-5%	-1%
CCT chaperon mod	2.5	2.7	.	1.3	-1.5	-0.8	1.1	-2.2
TGFb inhibitor	-24%	0%	-8%	3%	3%	8.9µM*	-4%	-16%
A549 tox	1%	-5%	-12%	3%	7%	?	-2%	-9%
MmCpn inh	4%	2%	.	.	1%	-4%	1%	0%
HepG2 tox	-5%	3%	-35%	-1%	9%	-102%	-4%	-25%
Akt phos inh	i	i	.	i	i	i	i	i

#41 CCOC(=O)C[C@H]1c2ccccc2S(=O)(=O)N1c1ccccc1
#42 S=C(NCc1ccc(Cl)cc1)NCc1ccco1
#43 Fc1cccc(Nc2nc3ccccc3n3cnnc23)c1
#44 CC1CN(C(=O)c2ccc(COc3ccccc3Br)o2)CC(C)O1 (stereo not given)
#45 CC(O/N=C\c1ccccc1O)C(=O)Nc1ccccc1C(=O)N1CCOCC1 (stereo not given)
#46 Cc1cc(NC(=O)CCC(=O)N(Cc2ccco2)C(C(=O)NC2CCCCC2)c2cccs2)no1 (stereo not given)
#47 COc1ccc(NC(=O)C2CCCN2S(=O)(=O)c2ccc(F)cc2)cc1 (stereo not given)
#48 c1cc2c3c(cccc3c1)C(N1CCOCC1)=N2

assay / compound	41	42	43	44	45	46	47	48
Nrf2 inh	-5%	1%	-7%	22%	9%	0%	-15%	-2%
Nrf2 activator	-0.4%	4.4%	?	2.1%	-0.3%	-0.7%	0.4%	0.5%
Abeta yeast res	-10%	?	-16%	15%	-1%	-1%	7%	-10%
CCT chaperon mod	-2.6	-0.8	0.4	-2.4	-1.1	2.0	-6.1	0.9
TGFb inhibitor	-1%&4%	-22%	-12%	-2%	5%	-24%	-1%	1%
A549 tox	-4%	1%	1%	1%	-3%	-3%	2%	6%
MmCpn inh	.	-2%	-5%	-3%	1%	1%	-16%	-3%
HepG2 tox	-3%&4%	-11%	-11%	-5%	-2%	26%	-34%	13%
Akt phos inh	i	i	i	i	i	i	i	i
